Bioassay records from PubChem.
Pf Dd2 growth = inhibitors of Plasmodium falciparum Dd2 growth. AID 1347417. Potency, µM (doses to about 28.9 µM), without a hit: top-dose activity, negative = inhibition, usual class: inhibitors. 120,000 compounds, 4.3% hits. P. falciparum Dd2 growth, SYBR Green, 72 h; active = well fitted inhibition curve with a large enough effect; inconclusive = small, poorly fitted or top-dose-only effect; inactive = no such curve, though single readings can be large or run the other way;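 also: plate controls were DMSO vehicle for no effect and reference drug for full effect; nearly all actives have a fitted effect of over 65% in size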
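Readout: SYBR Green fluorescence, 485 nm excitation, 535 nm emission, after ~16 h lysis at 37C. Before that, Dd2-infected red cells (2.5% hematocrit) grew 72 h with compound, 29 uM top final concentration.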
The depositor's hits bear a star; i = inactive; ? = inconclusive; [ ] = remark or other dose. Potency is read from the fitted curve at half-maximal effect.

SMILES	Pf Dd2 growth
O=C1c2cc(N3CCOCC3)nc(-c3ccc(F)cc3)c2CN1Cc1ccccc1	-11.6%[44.1 µM]
CCn1cc(C(=O)N2CCN(c3cc(C)ccc3C)CC2)c(=O)c2cc(S(=O)(=O)N(C)C3CCCCC3)ccc21	-16.1%
CN(C)C(=O)c1ccc(OC2CCN(C(=O)c3ccc(Cl)cc3)CC2)nc1	1.0%
Cc1ccc(C(=O)N2CCCN(c3cc(-c4ccc(F)cc4)[nH]n3)CC2)cc1	i
Cc1cc(C)cc(NS(=O)(=O)c2cc3c(cc2C)NC(=O)CO3)c1	-9.2%
O=C(O)c1ccccc1C(=O)N1Cc2[nH]cnc2C[C@H]1c1nc(-c2ccc(C(F)(F)F)cc2)no1	-21.8%
Cc1ccc2nc(CO[C@H]3CN(c4ccc(C#N)cn4)C[C@H]3F)[nH]c2c1	?
COc1cc(OC)c(NC(=O)C2=C(C)C(=O)OC23CCN(C(C)=O)CC3)cc1Cl	33.6%[activator]
CC1=C(C(=O)OCC2CCCCC2)C(c2cccc(Cl)c2Cl)CC(=O)N1 (stereo not drawn)	6.2%
COc1ccc(CCCc2nnc(SCC(=O)Nc3ccc(C)c(C)c3)o2)cc1	83.3%[activator]
COc1ccc(NC(=O)CCc2ccnc(N3CCCC3)c2)c(OC)c1	?
COC(=O)c1cccc(NC(=O)Nc2cc(C(=O)NCc3cccc(F)c3)ccc2N2CCCC2)c1	9.4%
COc1ccc(C(=O)N2CCC3(CC2)OC(=O)N(Cc2ccccc2F)C3(C)c2ccccc2)cc1 (stereo not drawn)	?
CCCS(=O)(=O)N1C[C@@H]2C[C@H](C1)c1c(-c3ccccc3)ccc(=O)n1C2	-15.0%[44.1 µM]
Cc1nc(CC2CCN(Cc3cc4n(n3)CCNC4)CC2)no1	-5.3%
CN1C[C@@H]2CCCN3CCC[C@@H]([C@H]23)[C@H]1CCCC(=O)NCCc1nc2ccccc2[nH]1	4.6%
CC(C)(C)N1CC(c2nc(-c3ccc4nc[nH]c4c3)no2)CC1=O (stereo not drawn)	-10.5%
CCOc1ccc(CNCc2c(C(=O)O)c(C)n(Cc3cccc(OC)c3)c2C)cc1OC	-16.8%
NC(=O)c1noc2c1CN(c1cc(-c3ccccc3)nc3ccnn13)CC2	-19.0%
CNC(=O)[C@@H]1C[C@H](n2cc(CNC(=O)Nc3cccc(Cl)c3)nn2)CN1	0.1%
COc1cccc(N2CCN(C(=O)C3CCCN(S(=O)(=O)c4ccc5c(c4)oc(=O)n5C)C3)CC2)c1 (stereo not drawn)	?
O=C(c1cn2ccsc2n1)N1CC[C@@H](c2ccc3c(c2)OCO3)[C@H](O)C1	-13.5%
CN(C(=O)c1cc(-c2ccccc2O)on1)c1ccccc1	-15.5%
COc1ccc(OC)c(NC(=O)CC2C(=O)NCCN2C(=O)C(F)(F)F)c1 (stereo not drawn)	21.5%
Cc1cc(C)cc(C(=O)N2CCCC(n3cc(-c4noc(C)n4)nn3)C2)c1 (stereo not drawn)	?

Six entries out of the list, arranged by count of non-hydrogen atoms, smallest number first:
SMILES	Pf Dd2 growth
CN(C(=O)c1cc(-c2ccccc2O)on1)c1ccccc1	-15.5%
CNC(=O)[C@@H]1C[C@H](n2cc(CNC(=O)Nc3cccc(Cl)c3)nn2)CN1	0.1%
COc1ccc(CCCc2nnc(SCC(=O)Nc3ccc(C)c(C)c3)o2)cc1	83.3%[activator]
CN1C[C@@H]2CCCN3CCC[C@@H]([C@H]23)[C@H]1CCCC(=O)NCCc1nc2ccccc2[nH]1	4.6%
O=C(O)c1ccccc1C(=O)N1Cc2[nH]cnc2C[C@H]1c1nc(-c2ccc(C(F)(F)F)cc2)no1	-21.8%
COc1ccc(C(=O)N2CCC3(CC2)OC(=O)N(Cc2ccccc2F)C3(C)c2ccccc2)cc1 (stereo not drawn)	?

Additional compounds:
SMILES	Pf Dd2 growth
COc1ccc(C(=O)Nc2nc3c(s2)C[C@@H]2[C@](C)(CO)[C@H](O)CC[C@@]2(C)[C@@H]3CC(=O)N2CCOCC2)cc1	?
Cc1ccc(-c2cc3ncc4c(n3n2)-c2cc(C)ccc2OC4)cc1	40.8%[activator]
O=C(CCCc1ccccc1)N1CCCC(c2nc(C3CCOCC3)no2)C1 (stereo not drawn)	-17.4%
O=C(C1CC1)N1CCc2cc(Br)cc(S(=O)(=O)N3CCN(c4ccccc4F)CC3)c21	24.0%
COc1ccccc1-c1nc2nccc(-c3cc4ccccc4o3)n2n1	i
COc1cccc(CC(=O)N2CCCC(c3noc(COc4ccccc4F)n3)C2)c1 (stereo not drawn)	i
Cc1nn2c(c1-c1ccccc1-c1ccccc1)N(C(=O)c1ccn(C)n1)CCC2	-17.4%[44.1 µM]
CCCCN(C)CC(O)Cn1cc(/C=C/C(=O)c2ccc(C)cc2)c2ccccc21 (stereo not drawn)	2.51µM*
CN1c2cc(C(=O)N3CCN(c4ccccc4F)CC3)ccc2C(=O)N2CCCC21 (stereo not drawn)	i
CN(C)c1ccc(/C=C(\C#N)c2nc(-c3ccc(Cl)c(Cl)c3)cs2)cc1	8.8%
O=C(CCS(=O)(=O)c1ccccc1)N(Cc1cccnc1)c1nc2ccc(F)cc2s1	i
COc1cccc(NC(=O)Cn2nc3c(cc2=O)CCCC3)c1	4.9%
CCC[C@H]1CN(C(=O)c2ccc3c(c2)NC(=O)CN3)C[C@@H]1N	0.6%
Cn1cnc(S(=O)(=O)N[C@@H]2[C@@H](Cc3ccccc3)[C@H]3OCC[C@@H]23)c1	-20.9%
CCOCC(=O)N1CCC(N2C(=O)CCC2C(=O)NCc2ccccc2)CC1 (stereo not drawn)	13.9%
CCCc1cc(C(=O)N2CCCC3(CCC(=O)N(CCOC)C3)C2)cs1 (stereo not drawn)	2.3%
CCc1nc2c(c(-c3ccc(O)cc3)n1)CCN(C(=O)Nc1ccccc1)CC2	?
Cn1c(=O)c(=O)n(C)c2cc(NC(=O)c3ccccc3Br)ccc21	-8.3%
O=C(CN1C(=O)C2(SCC(=O)N2c2ccccc2)c2ccccc21)Nc1ccccc1C(F)(F)F (stereo not drawn)	?
Cc1nc(-c2ccco2)cc([C@H]2CN3CC[C@H]2C[C@@H]3CNCC2CCCCC2)n1	3.16µM*
CC1(C)C(=O)N(CCOc2ccccc2)[C@H]2CN(c3cccc(C(F)(F)F)c3)C[C@@H]2[S+]1(=O)[O-]	-3.7%
Cc1ccc(NC(=O)Cn2nnc(C(=O)NCc3ccc4c(c3)OCO4)c2N)cc1Cl	34.1%[activator]
C#CCNC(=O)c1nc(-c2ccccc2OC)c2ccccn12	?
c1ccc(CN2CCC[C@H]2c2nc(-c3ccc(OC4CCCCC4)nc3)no2)nc1	?
Cc1ccc2c(c1)c(=O)c1ccccc1n2CCCC(=O)Nc1cc(Cl)ccc1C	?

(listing goes on)
SMILES	Pf Dd2 growth
C#C[C@H]1CN2CC[C@H]1C[C@@H]2CNC(=O)c1ccc(F)c(Cl)c1	?
COc1ccc(CN2CCc3nc(C(=O)NCc4cccc(F)c4)oc3CC2)cc1OC	?
O=C(Cn1c(SCCOc2ccccc2Cl)nc2ccccc21)N1CCOCC1	2.6%
CCCCc1nc(Cl)c(CN2CCCC(COc3ccccc3C(=O)NC3CC3)C2)[nH]1 (stereo not drawn)	?
O=C1COc2ccc(Nc3ccccc3)nc2CN1Cc1ccccc1	?
Cc1noc(C)c1CCC(=O)N1CCCC(CCc2cccc(F)c2)C1 (stereo not drawn)	-17.8%
CCOc1cc(-c2c(-c3ccccc3)ncn2CCNC(C)=O)ccc1OC	-24.1%
O=C1NC2(CCN(Cc3ccccc3)C2)OCc2ccccc21 (stereo not drawn)	-4.2%[44.1 µM]
CSc1ncc(Cl)c(C(=O)Nc2c(C(=O)c3ccc(Cl)cc3)oc3ccccc23)n1	28.1%
Cc1cc(C)n2nc(CNC(=O)c3cccc(Cl)c3)nc2n1	-18.6%
O=C(Nc1ccc(C(F)(F)F)cc1)N1CCC(N2CCCCC2)CC1	17.1%
COc1ccc(N2C(=O)C3(CCCCC3)C2C(=O)NCCCN2CCCC2)cc1 (stereo not drawn)	4.47µM*
Cc1ccc(-n2c(/C=C/c3cccc4ccccc34)nc3ccccc3c2=O)cc1	68.2%[activator]
Cc1nc2cccnc2n1C1CCN(C(=O)Nc2ccccc2C(F)(F)F)CC1	i
CCc1ccc(CN(Cc2ccco2)C(=O)COc2ccc(Cl)cc2C)cc1	-0.7%
O=S(=O)(NC[C@H]1C[C@@H]2CCN1C[C@@H]2CN1CCc2ccccc21)c1ccccc1	-5.0%[44.1 µM]
Cc1ccccc1S(=O)(=O)N1CCN(C2CCN(CCc3ccccc3)C2=O)CC1 (stereo not drawn)	i
Cc1nn(-c2ccccc2[N+](=O)[O-])c(C)c1[C@@H]1C=C[C@@H](NC(=O)CC(C)(C)CC(=O)O)C1	?
O=C(NCc1ccc(F)c(F)c1)C1CCC(=O)N(CC2CCCCC2)C1 (stereo not drawn)	?
CO[C@H]1[C@H](NC(=O)c2c(F)ccc(C)c2F)c2ccccc2C12CCNCC2	?
O=C1Nc2ccc(-c3cccc(C(F)(F)F)c3)cc2C(=O)N2CCN(C(=O)c3ccco3)C[C@@H]12	i
Cn1cc(-c2cnc3[nH]cc(CC(=O)N4CCCC4)c3c2)cn1	i
CCNC(=O)N1CCC(Cc2ncc(C)n2Cc2ccc(F)cc2)CC1	?
CN1c2cc(C(=O)Nc3ccc4c(c3)OCCO4)ccc2C(=O)N2CCCC21 (stereo not drawn)	-13.2%
COC(=O)c1cccnc1-n1c(=O)c2cccnc2n(CC(=O)Nc2ccccc2F)c1=O	i

Further structures follow:
SMILES	Pf Dd2 growth
Cc1nc(C2CC(O)C2)cc(N2CCC(Oc3ncccn3)CC2)n1 (stereo not drawn)	-14.3%
CCCc1noc(-c2cccn3c(CNC(=O)c4cccc(F)c4)nnc23)n1	-7.8%
CN1c2cccnc2CN(CC2CCCCC2)CC[C@H]1CO	?
CN1CCC(C2CCNC2)CC1 (stereo not drawn)	71.2%[activator]
CCN(Cc1ccccc1)C(=O)CC1CCCN(c2cnn(CC3CC3)c(=O)c2)C1 (stereo not drawn)	?
COc1cccc(C(O)c2nc(C(=O)NC3CCN(C)CC3)c(C)o2)c1 (stereo not drawn)	i
CCCn1nccc1S(=O)(=O)N1CCc2nc(-c3ccccc3)[nH]c2C1	-22.5%
Cc1cccn2c(=O)c(C(=O)NCCc3ccc(S(N)(=O)=O)cc3)c(O)nc12	16.3%
Cc1nn(CC(=O)NCc2ccccc2Cl)c(=O)c2cccn12	-7.7%
Cc1nc2nncn2c(N2CCN(c3ccccc3)CC2)c1C	i
COc1ccc(-c2nc(C3CC3)nc3c2CCN(Cc2cccn2C)CC3)cc1	?
C#CCNC(=O)C1COC2(CCCCC2)N1C(=O)c1cccc(F)c1 (stereo not drawn)	-8.4%
CCOC(=O)C1CCCN(S(=O)(=O)c2cc(-c3cc(C)no3)ccc2C)C1 (stereo not drawn)	15.2%
CN1C(=O)CCC2(CNC(=O)c3cn[nH]c3-c3ccccc3)CCC=C12 (stereo not drawn)	16.4%
CN(C)C(=O)N1CCCC(CCc2ccccc2C(F)(F)F)C1 (stereo not drawn)	-23.9%
Cc1cccc(NC(=O)CN2C(=O)NC(c3ccccc3Cl)C3=C2COC3=O)c1 (stereo not drawn)	?
CC(=O)c1cc(-c2ccccc2)n(CCC(=O)NC(C)c2ccccc2)c1C (stereo not drawn)	58.3%[activator]
CCn1c2c(c(=O)n1Cc1ccccc1)CCN(C(=O)C1CCCO1)C2 (stereo not drawn)	15.7%[44.1 µM]
Cc1ccccc1-c1nccn2c(C3CN(Cc4ccc(O)cc4)C3)ncc12	11.2µM*
Cc1ccc(OCC(=O)Nc2ccccc2OCc2cc(=O)n3ccccc3n2)cc1C	0.2%
CN1CCCN(C(=O)[C@H]2C[C@@](C)(C(=O)O)N(C)[C@H]2c2ccccc2Cl)CC1	-0.3%
COc1ccccc1CC(=O)N1CCCc2ncc(C(=O)N3CCCC[C@@H]3c3ccccc3)cc21	11.2µM*
CCC(C)n1c(=N)c(C(=O)NC2CCCC2)cc2c(=O)n3ccccc3nc21 (stereo not drawn)	-13.8%
Cc1ccccc1CN1C(=O)c2ccccc2Sc2ccc(C(=O)NC(C)c3ccccc3)cc21 (stereo not drawn)	?
O=C(NCCc1ccc(Cl)cc1)c1ccc(CS(=O)(=O)Cc2ccccc2F)o1	-4.9%

A stretch from the list above:
SMILES	Pf Dd2 growth
Cc1nc(C2CC(O)C2)cc(N2CCC(Oc3ncccn3)CC2)n1 (stereo not drawn)	-14.3%
CCCc1noc(-c2cccn3c(CNC(=O)c4cccc(F)c4)nnc23)n1	-7.8%
CN1c2cccnc2CN(CC2CCCCC2)CC[C@H]1CO	?
CN1CCC(C2CCNC2)CC1 (stereo not drawn)	71.2%[activator]
CCN(Cc1ccccc1)C(=O)CC1CCCN(c2cnn(CC3CC3)c(=O)c2)C1 (stereo not drawn)	?

Other structures
SMILES	Pf Dd2 growth
O=C(c1cccnc1)N1CCC12Cc1ccccc1NC2=O (stereo not drawn)	5.1%[44.1 µM]
Cc1ccc2c(c1)N(C(=O)C1CCN(S(=O)(=O)c3c(C)noc3/C=C/c3ccccc3F)CC1)CCO2	?
COCCNC(=O)[C@H]1CN2CCC1C[C@@H]2Cn1cc(CSc2ccccc2)nn1 (stereo partly drawn)	i
CCOc1ccccc1C1NC(=O)N(CC(=O)Nc2ccc(C(C)=O)cc2)C2=C1C(=O)OC2 (stereo not drawn)	-5.8%
COc1ccccc1-c1nnc(C2CCN(S(=O)(=O)c3ccc(CC(C)C)cc3)CC2)o1	i
CC1(C(=O)NCc2ccsc2)CCOCC1	14.6%[44.1 µM]
O=C(Nc1ccc(-c2nnc3n2CCCC3)cc1)Nc1cccc(Cl)c1	-8.3%

These rows are one share of the data, so the mix of outcomes need not match the whole.
